# Screening results: PubChem BioAssay, several laboratories
# NOD1 NF-kB reporter = inhibition of NOD1-driven NF-kB reporter – cell-based, luminescence, uHTS, primary screen (AID 1578); 290,000 compounds, 1% hits; NOD1-driven NF-kB luciferase reporter cells, luminescence; higher % means a stronger effect; inhibition, % at 4 µM, or EC50 in µM where a hit was titrated; in the data active = inhibition mostly above about 36%, no sharp cut-off; inactive = mostly below about 34%;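 note: HEK-293T reporter cells stimulated with the NOD1 agonist gamma-tri-DAP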
# HEK293 NOD2/NF-kB = inhibition of NOD2-driven NF-kB reporter – cell-based, luminescence, uHTS, HEK293 (AID 1566); HEK293 NOD2/NF-kB luciferase reporter, luminescence; higher % means a stronger effect; one-dose inhibition, % at 4 µM; EC50 in µM for titrated hits; 290,000 compounds, 0.63% hits; note: many of its hits are not listed in these tables
# GPR55 activation = GPR55 agonists via beta-arrestin recruitment, primary screen, imaging, U2OS cells, beta-arrestin-GFP redistribution (AID 1961); one-dose activation, % at 10 µM; EC50 in µM for titrated hits; 290,000 compounds, 0.048% hits; U2OS GPR55 beta-arrestin-GFP redistribution imaging; higher % means a stronger effect;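 active = activation above 40% with more than 50 cells counted in the well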;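 note: U2OS osteosarcoma cells stably expressing GPR55 and beta-arrestin-GFP; plate controls were DMSO negative control for no effect and LPI positive control for full effect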
# Rac1 GTP hydrolysis = MgcRacGAP GTPase-activating activity inhibitors, confirmation, biochemical, ADP Hunter fluorescence; MgcRacGAP-stimulated Rac1 GTP hydrolysis, ADP Hunter fluorescence; higher % means a stronger effect; GST-tagged Rac1 F28L mutant substrate; inhibition, % at 30 µM; hits with a dose series show IC50 in µM; 340,000 compounds, 0.6% hits;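 active = first-screen hits whose inhibition reached a set limit at any dose in the follow-up dose series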;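 note: fluorescence reports GDP produced by GAP-driven GTP hydrolysis; strong numbers were not always called active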
# KOR beta-arrestin-1 = kappa opioid receptor blockers – cell-based, luminescence, uHTS (AID 1778). KOR beta-arrestin recruitment, luminescence, antagonist mode; higher % means a stronger effect. 290,000 compounds, 0.091% hits. inhibition, % at 10 µM; hits with a dose series show IC50 in µM; note: strong numbers were not always called active
# HIV fusion peptide = inhibitors of HIV fusion peptide binding, primary screen, biochemical, uHTS, fluorescence dequenching (AID 1986); cell-free peptide binding, fluorescence dequenching, 30 min; higher % means a stronger effect; inhibition, % at 20 µM, or IC50 in µM where a hit was titrated; 290,000 compounds, 0.3% hits; in the data active = inhibition mostly above about 52%, no sharp cut-off; inactive = mostly below about 76%; note: some results filed as inactive read as strong as hits
# GPR55 antagonists = GPR55 antagonists blocking LPI-driven arrestin recruitment, primary screen, imaging, U2OS, beta-arrestin-GFP, LPI agonist (AID 2013); U2OS GPR55 beta-arrestin-GFP translocation imaging, LPI antagonism; higher % means a stronger effect; inhibition, % at 10 µM; hits with a dose series show IC50 in µM; 290,000 compounds, 0.13% hits;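 active = spots per cell inhibited over 60%, with over 100 cells counted and total cytoplasm intensity under 500,000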;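 note: U2OS cells stably carrying GPR55 and arrestin-GFP stimulated by 5 µM LPI near EC80; imaged beta-arrestin-GFP aggregate spots per cell after agonist stimulation; plate controls were LPI-stimulated DMSO wells for no effect and DMSO wells without LPI for full effect; some results filed as inactive read as strong as hits; confirmed hits need IC50 under 10 µM and bright autofluorescent wells are also inconclusive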
# Large T inhibition = SV40 large T antigen inhibitors, biochemical (AID 1903); SV40 large T antigen ATPase/helicase inhibition assay; higher % means a stronger effect; 310,000 compounds, 0.39% hits; inhibition, % at 20 µM, or IC50 in µM where a hit was titrated; in the data active = a potency from the dose series; note: strong numbers were not always called active
# KOR beta-arrestin-2 = kappa opioid receptor activators – cell-based, luminescence, uHTS, primary screen (AID 1777). KOR beta-arrestin recruitment, luminescence; higher % means a stronger effect. activation, % at 10 µM, or EC50 in µM where a hit was titrated. 280,000 compounds, 0.02% hits; in the data active = activation above about 50%, passing the limit was not always enough; note: a part of the inactive calls stands beside numbers as strong as those of hits
# Starred values were filed as active, the others as inactive; . = no result given; & = joins results of further samples; [ ] = dose if it differs, or a comment. Cut-off read from the data, not from the text of the source, unless noted: active = inhibition above about 50%; inactive = the rest. Some of the compounds tested. The share of hits here may be higher or lower than overall.
1: O=C(Nc1cccc(C(=O)O)c1)/C(=C\c1ccco1)NC(=O)c1ccccc1
2: Cc1cc(C)n(-c2nc(SCC(=O)O)c3c4c(sc3n2)CCCC4)n1
3: Cc1nc2ccccc2n1CSc1ccccc1
4: Cc1ccc(C2CCN(C(=S)NC3CCCCC3)C2)cc1 (stereo not drawn)
5: CCOC(=O)CC(C)(C)/C(C)=N/Nc1ccc([N+](=O)[O-])cc1[N+](=O)[O-]
6: c1ccc(-n2nnnc2Oc2ccc(-n3ccnc3)cc2)cc1
Assay by compound,1,2,3,4,5,6
NOD1 NF-kB reporter,-28%,-3%,9%,16%,3%,-10%
HEK293 NOD2/NF-kB,-12%,8%,25%,-4%,-6%,17%
GPR55 activation,-0.4%,0.6%,0.0%,-0.4%,-0.1%,-0.3%
Rac1 GTP hydrolysis,6%,.,6%,-7%,8%,14%
KOR beta-arrestin-1,-6%,-18%,15%,6%,-9%,20%
HIV fusion peptide,8.5%,4.5%,0.8%,0.1%,-1.2%,0.1%
GPR55 antagonists,17%,-9%,0%,-4%,10%,-14%
Large T inhibition,3%,10%,8%,9%,19%,0%
KOR beta-arrestin-2,1.5%,4.0%,1.5%,9.9%,-3.8%,-7.2%

7: Cn1c(SCC(=O)O)nnc1-c1ccc2ncccc2c1
8: CCCSc1nc2c(c(=O)[nH]c(=O)n2C)n1CCc1ccccc1
9: N#Cc1cccc(NC(=O)CN2CCCCCC2)c1
10: COc1ccc(NC(=O)c2c(C)nn(Cc3ccccc3)c2Cl)cc1S(=O)(=O)N1CCOCC1
11: CC(=O)c1c(C(C)=O)c(C)n(-c2nc(-c3ccc(Br)cc3)c(C)s2)c1C
12: O=C(NNc1ccc([N+](=O)[O-])cc1[N+](=O)[O-])c1ccco1
Assay by compound,7,8,9,10,11,12
NOD1 NF-kB reporter,4%,-24%,-20%,-4%,21%,-12%
HEK293 NOD2/NF-kB,19%,13%,6%,22%,14%,24%
GPR55 activation,-0.1%,-0.3%,-0.1%,-0.3%,-0.1%,-0.1%
Rac1 GTP hydrolysis,.,-14%,3%,2%,10%,23%
KOR beta-arrestin-1,-2%,-12%,10%,-21%,-4%,25%
HIV fusion peptide,-0.7%,1.2%,0.0%,0.7%,1.1%,-4.6%
GPR55 antagonists,0%,5%,2%,7%,5%,11%
Large T inhibition,16%,18%,7%,0%,9%,35%
KOR beta-arrestin-2,4.5%,8.1%,2.5%,3.0%,3.6%,-3.9%

13: Cc1c(NS(=O)(=O)c2cc(C(=O)NCCN(C)C)ccc2Cl)c(=O)n(-c2ccccc2)n1C
14: CCN(CC)CCCNC(=S)N(CCCO)Cc1cc2cc3c(cc2[nH]c1=O)OCO3
15: O=C(c1nsnc1-c1ccccc1O)N1CCCCC1
16: O=C(NCc1ccccn1)c1cccc(NS(=O)(=O)c2cccc(F)c2)c1
17: Clc1ccc(C2CC(c3cccs3)n3ncnc3N2)cc1Cl (stereo not drawn)
18: Cc1cc(C(=O)NNC(=O)c2nn(C)c(=O)c3ccccc23)c(C)o1
Assay by compound,13,14,15,16,17,18
NOD1 NF-kB reporter,4%,-27%,-23%,-15%,-28%,-16%
HEK293 NOD2/NF-kB,8%,11%,-8%,2%,-16%,19%
GPR55 activation,-0.1%,-0.3%,-0.5%,-0.3%,0.3%,-0.3%
Rac1 GTP hydrolysis,8%,8%,11%,12%,-8%,6%
KOR beta-arrestin-1,35%,2%[20 µM],-1%,-25%,20%,5%
HIV fusion peptide,-0.4%,1.3%,0.4%,0.1%,0.2%,-0.8%
GPR55 antagonists,5%,10%,-59%,-2%,1%,9%
Large T inhibition,11%,9%,6%,10%,5%,2%
KOR beta-arrestin-2,-0.8%,-1.2%,0.3%,15%,-4.0%,-4.9%

19: CCCc1ccc(C(=O)O/N=C(\N)c2ccccn2)cc1
20: CN1CCc2c(sc3c2c(=O)n(-c2ccc(Cl)cc2)c2nncn32)C1
21: Cc1nc(CSc2nnc(Nc3cccc(C)c3C)s2)cs1
22: COc1ccc(C(=O)NC(=S)NNC(=O)c2ccc3ccccc3n2)cc1
23: COc1ccc(N2C(=O)C(Cl)=C(Nc3ccccc3OC)C2=O)cc1
24: Cc1cc(-c2nc3c4c5c(sc4[nH]c(=O)n3n2)CCC5)c(C)o1
Assay by compound,19,20,21,22,23,24
NOD1 NF-kB reporter,34%,-2%,-14%,6%,-34%,-20%
HEK293 NOD2/NF-kB,20%,3%,4%,-23%,-1%,-8%
GPR55 activation,-0.2%,0.3%,-0.2%,-0.1%,-0.2%,0.1%
Rac1 GTP hydrolysis,10%,7%,5%,0%,5%,17%
KOR beta-arrestin-1,3%,8%,11%,45%,32%,-17%
HIV fusion peptide,-0.7%,2.4%,-1.7%,-0.5%,-2.5%,28%
GPR55 antagonists,5%,22%,4%,3%,-3%,-10%
Large T inhibition,6%,0%,13%,19%,6%,25µM*
KOR beta-arrestin-2,0.6%,0.3%,-3.8%,4.4%,-0.8%,1.5%

25: COc1ccccc1NC(=O)N1CCCC1C(=O)NCc1ccccc1F (stereo not drawn)
26: COC(=O)[C@H](C)NC(=O)Nc1ccc(C)c(C)c1
27: CCCCCCCCCCOC(=O)Cn1c(COc2ccccc2OC)[n+](C)c2ccccc21
28: COc1ccc(-c2ccnc3[nH]n(-c4ccccc4)c(=O)c23)cc1
29: Cc1ccc(C#CC[N+]2(CC#Cc3ccc(C)cc3)CCCCC2)cc1
30: Cc1nc(SCC(=O)NC(=O)NCc2ccccc2)nc(C)c1C
Assay by compound,25,26,27,28,29,30
NOD1 NF-kB reporter,6%,0%,23%,-27%,30%,13%
HEK293 NOD2/NF-kB,-13%,6%,29%,-4%,20%,20%
GPR55 activation,0.0%,0.3%,32%,-0.2%,0.0%,-0.1%
Rac1 GTP hydrolysis,2%,9%,16%,18%,14%,13%
KOR beta-arrestin-1,-52%,36%,-46%,-12%,-5%,-28%
HIV fusion peptide,0.4%,1.4%,1.0%,4.4%,0.6%,-3.5%
GPR55 antagonists,-12%,14%,-17%,8%,7%,9%
Large T inhibition,3%,10%,17%,12%,3%,7%
KOR beta-arrestin-2,3.7%,-4.6%,-1.5%,0.0%,-0.6%,-5.0%

# Sorted by SMILES length (rising): 8 of the compounds above.
21: Cc1nc(CSc2nnc(Nc3cccc(C)c3C)s2)cs1
26: COC(=O)[C@H](C)NC(=O)Nc1ccc(C)c(C)c1
30: Cc1nc(SCC(=O)NC(=O)NCc2ccccc2)nc(C)c1C
25: COc1ccccc1NC(=O)N1CCCC1C(=O)NCc1ccccc1F (stereo not drawn)
29: Cc1ccc(C#CC[N+]2(CC#Cc3ccc(C)cc3)CCCCC2)cc1
28: COc1ccc(-c2ccnc3[nH]n(-c4ccccc4)c(=O)c23)cc1
20: CN1CCc2c(sc3c2c(=O)n(-c2ccc(Cl)cc2)c2nncn32)C1
27: CCCCCCCCCCOC(=O)Cn1c(COc2ccccc2OC)[n+](C)c2ccccc21
Assay by compound,21,26,30,25,29,28,20,27
NOD1 NF-kB reporter,-14%,0%,13%,6%,30%,-27%,-2%,23%
HEK293 NOD2/NF-kB,4%,6%,20%,-13%,20%,-4%,3%,29%
GPR55 activation,-0.2%,0.3%,-0.1%,0.0%,0.0%,-0.2%,0.3%,32%
Rac1 GTP hydrolysis,5%,9%,13%,2%,14%,18%,7%,16%
KOR beta-arrestin-1,11%,36%,-28%,-52%,-5%,-12%,8%,-46%
HIV fusion peptide,-1.7%,1.4%,-3.5%,0.4%,0.6%,4.4%,2.4%,1.0%
GPR55 antagonists,4%,14%,9%,-12%,7%,8%,22%,-17%
Large T inhibition,13%,10%,7%,3%,3%,12%,0%,17%
KOR beta-arrestin-2,-3.8%,-4.6%,-5.0%,3.7%,-0.6%,0.0%,0.3%,-1.5%

# Next part:
31: CNC(=O)Nc1cc(C)nn1C
32: COc1cccc(NCc2cc(=O)oc3cc(-c4ccccc4)c(O)cc23)c1
33: CCOC(=O)CSc1ccc(S(=O)(=O)N(CC)CC)cc1[N+](=O)[O-]
34: COc1ccc(/C=C2/C(=O)N(c3c(F)c(F)c(F)c(F)c3F)N=C2C)cc1
35: O=C(c1ccccc1Cl)N(C(=O)c1ccccc1Cl)c1nccc(-c2cccs2)n1
36: COc1ccc(C23NCCN2C(=O)c2ccccc23)cc1 (stereo not drawn)
Assay by compound,31,32,33,34,35,36
NOD1 NF-kB reporter,-11%,-14%,-22%,6%,41%,-2%
HEK293 NOD2/NF-kB,1%,-39%,14%,11%,-17%,-10%
GPR55 activation,-0.1%,0.6%,0.0%,0.3%,-0.2%,-0.3%
Rac1 GTP hydrolysis,3%,2%,4%,19%,5%,9%
KOR beta-arrestin-1,7%,17%,6%,-165%[20 µM],-15%,32%
HIV fusion peptide,-0.9%,2.4%,0.6%,0.3%,-1.7%,-1.3%
GPR55 antagonists,0%,10%,12%,-2%,-3%,-8%
Large T inhibition,14%,3%,3%,6%,3%,11%
KOR beta-arrestin-2,-4.3%,-2.9%,2.9%,4.9%,-0.6%,-3.5%

37: CC1(C)O[C@@H]2C[C@H]3[C@@H]4C[C@H](F)C5=CC(=O)CC[C@]5(C)[C@H]4[C@@H](O)C[C@]3(C)[C@]2(C(=O)CO)O1
38: O=C(COc1cc2oc(=O)c3c(c2cc1Cl)CCC3)Nc1ccc(CN2CCOCC2)cc1
39: CC1(C)C2(C#N)C(N)=NC3(OCCO3)C12C#N (stereo not drawn)
40: COc1cccc(NC(=O)c2cn(C)c(=O)c3cc(OC)c(OC)cc23)c1
41: Cc1ccc(OCCNS(=O)(=O)c2ccc(N3CCCC3=O)cc2)cc1C
42: COc1cc(OC)c(C(=O)NCC2CCCO2)cc1OC (stereo not drawn)
43: O=C(CSc1nnc2sc3ccccc3n12)N1CCN(c2ccccc2)CC1
44: CCCOc1ccc(C(O)C(CN2CCOCC2)c2ccccc2)cc1 (stereo not drawn)
45: C=CCOC(=O)/C(=C\c1cccc2ccccc12)NC(=O)c1ccccc1
Assay by compound,37,38,39,40,41,42,43,44,45
NOD1 NF-kB reporter,14%,-2%,-34%,-2%,33%,-20%,-4%,-8%,-17%
HEK293 NOD2/NF-kB,23%,-6%,9%,15%,28%,4%,14%,8%,-63%
GPR55 activation,-0.2%,-0.1%,-0.1%,0.9%,-0.1%,-0.4%,-0.1%,0.0%,-0.1%
Rac1 GTP hydrolysis,-1%,-6%,0%,0%,6%,8%,11%,10%,10%
KOR beta-arrestin-1,-3%,6%,-21%,13%,-28%,-40%,-38%,-19%,-7%
HIV fusion peptide,-1.0%,0.6%,0.5%,-0.3%,-2.7%,0.8%,2.2%,0.1%,1.1%
GPR55 antagonists,8%,-31%,7%,-5%,-5%,2%,3%,11%,19%
Large T inhibition,12%&18%,8%,0%,3%,10%,-5%,12%,9%,4%
KOR beta-arrestin-2,-3.4%,4.0%,2.9%,-3.9%,6.1%,0.4%,2.0%,-2.0%,-1.0%
